Compound activity deposited in PubChem BioAssay by Sanford-Burnham Center for Chemical Genomics.
tim23-1 inh – growth inhibitors of tim23-1 mutant yeast; S. cerevisiae tim23-1 growth, BacTiter-Glo luminescence, 24 h; hit rate 1.3% among 330,000; inhibition, % at 20 µM; AID 463212;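 active means growth inhibition of the mutant yeast at or above 50%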;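 further: temperature-sensitive mutant grown at 25 °C; plate controls were DMSO-treated mutant yeast for no effect and medium wells lacking yeast for full effect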
XBP1 UPR activ – adaptive UPR (XBP1) activation. CHO-XBP1 luciferase reporter, IRE1-XBP1 UPR activation, luminescence; percent of tunicamycin response, DMSO as zero. hit rate 0.33% among 330,000. activation, % at 20 µM. AID 463104;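 active means versus positive control, 20 µM dose yields 30% or more activation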;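 further: 100% = tunicamycin at 10 µg/mL and 0% = DMSO only wells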
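Assay system: CHO-XBP1 luciferase reporter cells; Schedule: 6 h treatment, 37 °C; Detection: glow luminescence from Steady-Glo reagent; Benchmarks: high control tunicamycin 10 µg/mL final, low control DMSO vehicle only.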
APJ antagonist – blocks the human apelin receptor APJ. P35414. CHO-K1 APJ beta-arrestin complementation, luminescence. inhibition, % at 20 µM. hit rate 0.32% among 330,000. AID 2521;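 active means inhibition above about 40% at 20 µM, limit read from the data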;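 further: cells challenged with 10 nM apelin-13 agonist together with compound; plate controls were apelin-13 plus DMSO wells for no effect and DMSO wells lacking apelin-13 for full effect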
Target sequence (P35414 whole entry, looked up): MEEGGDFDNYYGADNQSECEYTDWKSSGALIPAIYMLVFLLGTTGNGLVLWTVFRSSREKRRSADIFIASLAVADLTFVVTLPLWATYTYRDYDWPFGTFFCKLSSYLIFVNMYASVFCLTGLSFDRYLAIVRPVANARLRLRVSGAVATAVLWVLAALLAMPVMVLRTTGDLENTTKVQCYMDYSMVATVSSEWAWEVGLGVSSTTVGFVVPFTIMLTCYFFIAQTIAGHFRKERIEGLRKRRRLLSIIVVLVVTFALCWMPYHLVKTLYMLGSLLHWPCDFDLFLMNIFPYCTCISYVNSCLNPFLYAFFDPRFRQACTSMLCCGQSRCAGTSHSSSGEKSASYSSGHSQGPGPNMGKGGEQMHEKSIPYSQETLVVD
Mdm2 MdmX PPI – disrupts the human Mdm2-MdmX interaction. O15151+Q00987. SaOS-2 split-luciferase Mdm2/MdmX complementation, luminescence. inhibition, % at 8 µM. hit rate 3% among 330,000. AID 485346;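 active means inhibition of at least 50% at 8 µM in the primary screen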
697 NFkB inh – inhibitors of the PMA/ionomycin-induced NF-kB reporter in 697 B cells. 697 B-cell NF-kB luciferase reporter, 16 h. AID 435022. inhibition, % at 4 µM. hit rate 0.33% among 330,000; in the data active means inhibition above about 35%
APJ agonist – activates the human apelin receptor APJ; hit rate 0.11% among 330,000; activation, % at 20 µM; CHO-K1 APJ PathHunter beta-arrestin, luminescence; 0% DMSO wells, 100% apelin; P35414; AID 2520;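 active means activation more than six SD over the plate average, tested at 20 µM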;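 further: 0% = DMSO alone and 100% = apelin-13 at 10 nM; some results filed as inactive read as strong as hits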
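Material: engineered CHO-K1 APJ arrestin reporter cells; amount: 1000 CHO-K1 reporter cells seeded per well; incubation: compound stimulation 90 min at 25 °C, detection 60 min; signal: luminescent beta-gal fragment complementation, chemiluminescent substrate; read-out basis: APJ agonist activity; controls: DMSO-only wells as negative, 10 nM Apelin-13 as positive control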
Jurkat NFkB inh – lowers PMA/ionomycin-induced NF-kB signal in Jurkat cells | hit rate 0.53% among 330,000 | inhibition, % at 4 µM | PMA/ionomycin-induced NF-kB luciferase reporter, luminescence | AID 435003; in the data active means inhibition above about 50%
UPR CHOP act – apoptotic UPR (CHOP) activation | CHO-CHOP luciferase reporter, luminescence; percent of tunicamycin response over DMSO baseline | activation, % at 10 µM | hit rate 0.34% among 330,000 | AID 449763;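 active means at 10 µM dose, activation of 40% or more, normalized to positive control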;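 further: 100% = tunicamycin at 10 µg/mL and 0% = DMSO alone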
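System: CHO-CHOP luciferase reporter cell line; amount: 500 cells/well; buffer or medium: F12 medium containing 10% fetal bovine serum; incubation: 6 h compound exposure at 37 °C after overnight seeding; measured by: luciferase luminescence after 10 min with Steady-Glo reagent; evaluation: % reporter activation, DMSO baseline versus tunicamycin full activation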
* marks the source's active call; other numbers are inactive results. No enrichment for hits, and some 5% of all compounds hit somewhere here.

SMILES	tim23-1 inh	XBP1 UPR activ	APJ antagonist	Mdm2 MdmX PPI	697 NFkB inh	APJ agonist	Jurkat NFkB inh	UPR CHOP act
COc1cc(C)ccc1OCc1cc(C(=O)N2CCCCCC2)no1	16	-3	12	-11	-19	0	-16	2.3
CCCOc1ccc(CNC(=O)CCC(=O)n2ncc3cc(C)ccc32)cc1	-4	0	10	-5	-34	-1	-3	1.4
CC(C(=O)Nc1nc2ccccc2[nH]1)N1C(=O)C2CC=CCC2C1=O (stereo not given)	3	-2	5	-1	12	-1	5	1.1
Cc1ccc(S(=O)(=O)CCC(=O)OCC(=O)NC(N)=O)cc1	16	-1	-25	-7	-9	8	-11	-0.8
O=C(Cn1cc2c(n1)CCCCC2)NCc1ccccc1	3	-2	7	10	10	-3	3	-1.4
COC(=O)CSc1cnc2ccccc2n1	2	0	-9	-18	-22	-1	-21	0.4
C=CCn1c(SCc2csc(C)n2)nc2sc3c(c2c1=O)CCCCC3	27	-1	-1	8	-3	-4	-11	-0.2
COc1ccccc1NC(=S)N1CCN(c2ncccn2)CC1	2	-4	6	8	17	-1	2	-0.2
O=C(N/N=C/c1cccnc1)c1ccc2ccccc2c1O	17	1	-15	17	3	3	2	0.1
CCN(CC)CCNC(=O)c1c(C)oc2cc(Br)c(OC)cc12	9	-3	1	28	-9	0	-15	-1.0
O=C(CN(C(=O)c1csnn1)c1ccc(F)cc1)NCc1ccc2c(c1)OCO2	10	4	12	-19	13	3	1	1.6
CCOC(=O)c1ccc(NS(=O)(=O)c2cc(-c3nnnn3C(C)C)ccc2OC)cc1	0	0	15	2	22	0	3	-0.4
CCOc1ccccc1OC(=O)c1ccco1	8	1	15	4	3	-3	5	1.2
O=c1c2cc(NC(=S)NC3CC3)ccc2nc2n1CCCCC2	-5	-1	8	-3	14	-1	9	1.8
Cc1ccc(S(=O)(=O)N2CCC[C@H]2C(=O)NCc2ccccc2Cl)cc1	27	-4	-3	-3	14	0	12	1.5
Cc1ccc([N+](=O)[O-])cc1NC(=O)CSc1n[nH]c(-c2cccnc2)n1	0	8	-5	6	10	1	24	1.8
COC(=O)[C@@]12CCCN1[C@H](c1ccc(-c3ccc(OC)cc3)c(OC)c1)[C@H]1C(=O)N(C)C(=O)[C@H]12	-13	1	-2	10	-23	1	1	-0.4
Cc1cc(NC(=O)CCC(=O)N(CC(=O)NC2CCCC2)Cc2ccc3c(c2)OCO3)no1	3	-2	2	-15	21	-2	1	-1.7
CN1CCN(C(=O)c2ccc(N(C)S(=O)(=O)c3cccs3)cc2)CC1	-3	-5	4	0	-8	-1	3	-0.5
CCCCn1c(N)c(-c2nc3ccccc3s2)c2c([N+](=O)[O-])nn(CC)c(=O)c21	13	8	-9	39	-24	1	-14	-0.3
O=C(Cn1c(=O)oc2ccccc21)NCCc1ccccc1	-26	-2	13	21	13	-4	-10	-2.0
COc1cccc(NC(=S)N2CCc3cc(OC)c(OC)cc3C2)c1	1	0	8	-17	-15	-4	3	3.4
CCNC(=S)Nc1ccc(C)c(Cl)c1	-17	5	-4	11	-10	0	-5	-0.3
COc1cc(C(=O)NCc2nnc(SCC(=O)Nc3ccc4c(c3)OCO4)o2)cc(OC)c1OC	3	-2	3	-19	1	2	5	-0.8
CCC(C)NC(=O)C1(O)c2cc(Br)ccc2NC(=O)N1c1cccc(OC)c1 (stereo not given)	0	-5	0	6	22	0	-7	-1.3
Cc1ccc(C(=O)N2CCN3C(=O)c4ccccc4C23c2ccccc2)cc1 (stereo not given)	8	-4	-3	12	12	-2	-5	1.9
COc1ccc(/C(N)=N/OC(=O)c2ccc(C)c([N+](=O)[O-])c2)cc1	24	4	-113	-75	-41	4	-45	3.2
COc1ccccc1CCC(=O)Nc1ccc2c(c1)CN(Cc1ccc(C)o1)CC2	7	-2	4	20	-5	-2	13	0.3
CCN(CC)C(=O)CSc1nc2c(sc(=S)n2Cc2ccco2)c(=O)n1-c1ccccc1	25	2	16	25	-17	-4	4	-1.1
O=C(NCC(=O)N(c1ccccc1)C(C(=O)NC1CCCCC1)c1ccncc1)c1ccco1 (stereo not given)	3	-4	7	-43	-12	-1	2	1.1
COc1ccc(N(C(=O)c2ccccc2)S(=O)(=O)c2cccs2)cc1	15	2	-3	46	12	-5	-2	-1.9
O=c1oc2ccccc2c(Nc2cccc(O)c2)c1[N+](=O)[O-]	-12	1	14	33	-7	-6	-8	-1.0
CS(=O)(=O)N1CCN(c2ccc([N+](=O)[O-])c(N3CCOCC3)c2)CC1	8	3	8	9	7	-4	-8	-2.0
O=C(Nc1ccccc1)C1CCN(C(=O)c2ccco2)CC1	8	-2	13	32	11	1	0	3.2
C[C@H]1CN([C@@H](C)CO)C(=O)c2cccc(NC(=O)c3ccc(-c4nccs4)cc3)c2O[C@@H]1CN(C)C(=O)NC1CCCCC1	22	-3	0	24	1	-4	3	0.3
CC(C)C(NC(=O)c1ccccc1Br)c1ccccc1 (stereo not given)	6	0	-9	4	-8	-2	0	0.8
CCCCn1c(N)c(N(CCC(C)C)C(=O)CSc2nncn2-c2ccccc2)c(=O)[nH]c1=O	-1	1	2	-13	12	0	-9	-0.5
CC(NC(=O)c1ccccc1F)c1nnc(SCC(=O)Nc2nccs2)n1C (stereo not given)	-11	-2	-2	12	9	-1	12	-1.5
COCCCNC(=O)CN(c1ccc(F)cc1)S(=O)(=O)c1ccc2c(c1)OCCO2	2	-2	5	20	7	-3	7	0.4
Cc1nnc(SCc2cc(=O)[nH]c(N3CCN(Cc4ccccc4)CC3)n2)s1	11	-2	4	24	-12	0	-1	-0.9
CC1CC(C)CN(S(=O)(=O)c2ccc(NC(=O)c3ccc(=O)[nH]c3)cc2)C1 (stereo not given)	-13	-1	14	59*	-36	-2	54*	2.2
O=S(=O)(c1ccc(-c2nnc(SCc3nnc(-c4ccccc4)o3)o2)cc1)N1CCCC1	-1	-2	2	26	-21	-3	6	-0.5
CC(C)OCCCNC(=O)C1CC(=O)N(CCc2ccccc2)C1 (stereo not given)	16	-2	-7	4	-6	1	-2	0.5
COc1ccc(NC(=O)CCN2CCN(S(=O)(=O)c3ccc(F)cc3)CC2)cc1	1	-5	8	3	-14	-1	-7	-0.1
CCn1nc(NC(=O)CC(C)C)c2cc3cccc(C)c3nc21	39	-4	-14	15	6	-3	-30	-0.1
O=C(COC(=O)C1CCC1)Nc1cc(S(=O)(=O)N2CCCCC2)ccc1Cl	15	-2	-55	5	-33	4	-16	1.2
Cc1ccc(N(CCC(=O)O)S(=O)(=O)c2ccc(C)cc2)cc1	13	-1	7	15	10	-2	5	-0.4
O=C(CCCN1C(=O)/C(=C/c2ccccc2Cl)SC1=S)Nc1cccnc1	29	-6	-15	87*	83*	3	29	-3.9
O=C1Nc2ccccc2/C1=N/c1sc2c(c1C(=O)NCCc1ccccc1)CCCC2	18	4	-3	-8	6	-2	-13	0.9
CCSc1nc2c(c(=O)n1-c1ccc(F)cc1)SCC2	-22	-4	14	14	9	-4	-1	-0.9
CC(C)CC(=O)N1CCN(Cc2ccc3c(c2)OCO3)CC1	2	-2	-9	9	18	1	3	-0.4
O=C(Nc1ccc(F)cc1)Nc1cnccn1	16	-1	3	-5	-34	27	-34	0.2
COc1ccc(C2C(=O)N(CCc3ccccc3)CC(=O)N2C2CCCC2)cc1 (stereo not given)	33	1	24	22	6	-3	9	1.2
NC(=S)N/N=C/c1ncc(C(F)(F)F)cc1Cl	8	15	58*	47	-16	-7	-7	36
CC(C)(C)c1cc(C(=O)C[n+]2ccc(C(=O)NCCCO)cc2)cc(C(C)(C)C)c1O	26	3	-19	4	-5	-7	-7	-0.1
COc1ccccc1CC(=O)Nc1cccc(F)c1	0	-4	1	4	13	1	-2	0.2
COc1ccc(CN2CCCC(C(=O)c3cccc(C(F)(F)F)c3)C2)cc1O (stereo not given)	30	0	-1	12	14	-2	-11	2.5
COc1ccc(-c2cc(C)no2)cc1S(=O)(=O)N(C)c1cccc(C)c1	22	-1	-40	9	-20	7	-3	3.3

In the list so far, 9 contain fluorine.
SMILES	tim23-1 inh	XBP1 UPR activ	APJ antagonist	Mdm2 MdmX PPI	697 NFkB inh	APJ agonist	Jurkat NFkB inh	UPR CHOP act
O=C(CN(C(=O)c1csnn1)c1ccc(F)cc1)NCc1ccc2c(c1)OCO2	10	4	12	-19	13	3	1	1.6
CC(NC(=O)c1ccccc1F)c1nnc(SCC(=O)Nc2nccs2)n1C (stereo not given)	-11	-2	-2	12	9	-1	12	-1.5
COCCCNC(=O)CN(c1ccc(F)cc1)S(=O)(=O)c1ccc2c(c1)OCCO2	2	-2	5	20	7	-3	7	0.4
COc1ccc(NC(=O)CCN2CCN(S(=O)(=O)c3ccc(F)cc3)CC2)cc1	1	-5	8	3	-14	-1	-7	-0.1
CCSc1nc2c(c(=O)n1-c1ccc(F)cc1)SCC2	-22	-4	14	14	9	-4	-1	-0.9
O=C(Nc1ccc(F)cc1)Nc1cnccn1	16	-1	3	-5	-34	27	-34	0.2
NC(=S)N/N=C/c1ncc(C(F)(F)F)cc1Cl	8	15	58*	47	-16	-7	-7	36
COc1ccccc1CC(=O)Nc1cccc(F)c1	0	-4	1	4	13	1	-2	0.2
COc1ccc(CN2CCCC(C(=O)c3cccc(C(F)(F)F)c3)C2)cc1O (stereo not given)	30	0	-1	12	14	-2	-11	2.5
